# M. tuberculosis: growth inhibition of non-replicating M. tuberculosis (AID 488890); Mycobacterium tuberculosis non-replicating, growth inhibition; higher % means a stronger effect; inhibition, % at 25 µM, or IC50 in µM where a hit was titrated; hit rate 0.39% among 320,000; in the data active means a potency from the dose series; inconclusive means inhibition mostly from about 82% at the one dose, without a potency; inactive means the rest, 99 in 100 with inhibition below about 76%;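 further: plate controls were DMSO cells for no effect and high antibiotic wells for full effect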
# influenza NS1A: H1N1 influenza NS1A inhibitors, functional cell based assay (AID 504329); hit rate 0.3% among 340,000; inhibition, % at 12.5 µM, or IC50 in µM where a hit was titrated; NS1A functional cell-based assay, percent inhibition; higher % means a stronger effect; in the data active means a potency from the dose series; inconclusive means inhibition above about 27% without an active follow-up result; further: strong numbers were not always called active
# Salmonella PhoP GFP: Inhibition of PhoP regulon, Salmonella typhi GFP reporter cells, confirmation, 4 h (AID 1850); Salmonella Typhi PhoP-promoter GFP reporter, fluorescence, 4 h; higher % means a stronger effect; one-dose inhibition, % at 50 µM; IC50 in µM for titrated hits; hit rate 0.33% among 310,000; in the data active means a potency from the dose series; inconclusive means inhibition mostly from about 25% at the one dose, without a potency; inactive means the rest, 99 in 100 with inhibition below about 19%;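 further: 0% = induced wells with vehicle and 100% = uninduced wells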
# M. tuberculosis HTS: M. tuberculosis growth inhibition, HTS (AID 449762); M. tuberculosis H37Rv growth inhibition, 7H9 media; higher % means a stronger effect; inhibition, % at 25 µM; hits with a dose series show IC50 in µM; hit rate 0.59% among 330,000; in the data active means a potency from the dose series; inconclusive means inhibition above about 70% without an active follow-up result;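 further: bacterial growth assessed after seven days of incubation; strong numbers were not always called active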
# VEEV TC-83 Vero: inhibitors of VEEV TC-83 cytopathic effect, confirmation, Vero cells (AID 588727). inhibition, % at 20 µM, or IC50 in µM where a hit was titrated. Vero cells, VEEV TC-83 cytopathic effect inhibition; higher % means a stronger effect. hit rate 0.13% among 350,000; in the data active means a potency from the dose series; inconclusive means inhibition mostly from about 14% at the one dose, without a potency; inactive means the rest, 99 in 100 with inhibition below about 12%; further: strong numbers were not always called active
# VEEV TC-83 Vero 10K pilot screen: further read-out of VEEV TC-83 Vero, marked with its call; inhibition, %; measured here: 10K pilot screen inhibition
# An asterisk follows results filed as active; i = inactive; ? = inconclusive; nt = no result given.
SMILES,M. tuberculosis,influenza NS1A,Salmonella PhoP GFP,M. tuberculosis HTS,VEEV TC-83 Vero,others
CC(C)(C)C(=O)Nc1ccc(C(=O)COC(=O)C2CC2)cc1,nt,-3%,nt,nt,2.4%,
CCCc1nc(SC)[nH]c(=O)c1C,0%,-5%,-13%,5%,1.8%,
CC(C)C[C@H](CO)N(Cc1ccccc1)S(=O)(=O)N(Cc1ccccc1)[C@@H](CO)CC(C)C,14%,-1%,nt,7%,0.6%,
Cc1nnc(SCc2cc(=O)[nH]c(=S)[nH]2)s1,-11%,9%,-2%,0%,0.6%,
CCn1c(SCC(=O)NC2CCCc3ccccc32)nnc1-c1cccs1 (stereo not given),31%,-18%,-8%,0%,0.6%,
COc1ccc(-c2cc(C(=O)OCC(=O)NC(C)(C)C)c3ccccc3n2)cc1,50%,-11%,1%,9%,2.4%,
O=C(COC(=O)c1nc(Cl)ccc1Cl)NNC(=O)c1cccs1,-5%,-18%,-3%,-2%,2.3%,
CCOCCn1c(N2CCN(c3ccc(OC)cc3)CC2)nc2c1c(=O)n(C)c(=O)n2C,1%,5%,8%,5%,0.7%,
Cc1c(Cl)cccc1NC(=O)Nc1cc(C(C)(C)C)on1,39%,4%,4%,?,4.7%,
CCOC(=O)/C=C1\SCC(=O)N1CC(=O)NC(c1ccccc1)c1ccccc1,8%,-8%,-12%,7%,0.8%,
COc1ccc(N2CCC(CNC(=S)Nc3cccc(OC)c3)C2)cc1 (stereo not given),51%,nt,1%,0%,nt,
CCN(CC(=O)Nc1ccccc1OC)C(=O)CC1CCCC1,0%,-7%,nt,-5%,i,
Cc1ccc(S(=O)(=O)N2CCOCC2)cc1NC(=O)CNCc1ccc(Cl)cc1Cl,20%,-17%,nt,-10%,6.5%,
CCN(C(=O)CSc1nnc(-c2ccncc2)o1)c1ccccc1,2%,-2%,-5%,-9%,1.1%,
COc1nccnc1NS(=O)(=O)c1ccc(NC(=O)c2ccc(F)cc2)cc1,-1%,-1%,2%,2%,i,
C=C1N2CCC(CC2)C1(O)c1ccc(C)c(C)c1 (stereo not given),-7%,12%,5%,-3%,4.5%,
COC(=O)C1=C(c2c(C)noc2C)C[C@@H]2CC[C@H]1N2C(=O)N1CCC(O)CC1,8%,-10%,nt,-9%,1.3%,
CC(=O)N1CCN(C(=O)c2cc(-c3cccc4ccccc34)nc3ccccc23)CC1,3%,-7%,-5%,3%,8.2%,
COc1ccc(C(=O)N/C(=C/c2ccc(Cl)cc2)C(=O)Nc2ccc(C(=O)O)cc2)cc1,23%,12%,0%,-1%,0.9%,
CCn1c(NC(=O)c2nn(C)cc2Br)nc2ccccc21,5µM*,0%,-6%,4.4µM*,2.7%,
COc1ccc(-c2nn(-c3ccccc3)cc2/C=C/C(=O)OCC(=O)Nc2cccc(C#N)c2)cc1,-25%,0%,-8%,12%,i,
CCOc1ccccc1-n1nnnc1SCc1nc2ccccc2s1,17%,16%,-3%,0%,i,
O=C(O)Cc1sc(-c2cccnc2)nc1-c1ccc(Br)cc1,24%,5%,9%,4%,1.0%,
CCN(CC)c1ccc(NC(=O)Cn2cc3c(n2)CCC(C)C3)c(C)c1 (stereo not given),31%,1%,-9%,-1%,0.6%,
O=C(NCC1CC1)Nc1cccc(C(F)(F)F)c1,63%,-18%,8%,3%,i,
COCCCNc1ccc([N+](=O)[O-])cc1C(=O)Nc1cccc(C)n1,8%,13%,6%,6%,7.3%,
O=c1c2ccccc2nc(SCc2ccccc2)n1CC1CCCO1 (stereo not given),23%,-14%,4%,13%,4.1%,
O=C(CSc1nnc2ccc3ccccc3n12)N1CCOCC1,9%,-4%,-6%,-1%,i,
CC(C)(C)c1ccccc1OCC(=O)NCCCn1ccnc1,10%,-12%,11%,5%,i,
O=S1(=O)CC2SC(=S)N(c3ccccc3)C2C1 (stereo not given),-9%,nt,-1%,-1%,3.4%,
COC(=O)c1cccc(CSc2nc3ccccc3[nH]2)c1,59%,-2%,9%,-6%,1.8%,
Cc1ccc(NC(=O)CCn2nnc3ccccc32)cc1,-19%,8%,-2%,-10%,2.7%,
C/C(=N\NC(=O)c1cccc2ccccc12)c1ccccn1,nt,7.2µM*,nt,nt,25%,
O=C(Sc1nnc(-c2ccccc2)o1)N1c2ccccc2Sc2ccccc21,15%,-3%,-8%,>100µM*,11%,
COC(=O)c1cc(S(=O)(=O)NCc2ccc(F)cc2)cn1C,-6%,-4%,5%,-8%,0.2%,
Cn1c(CC(=O)Nc2ccc(Cl)c(Cl)c2)n[nH]c1=S,18%,-2%,-2%,0%,2.8%,
COc1ccccc1N1CCN(c2nc3ccccn3c(=O)c2C=O)CC1,-6%,5%,0%,-2%,9.2%,
COc1cc(C2C3=C(COC3=O)Oc3cc4c(cc32)OCO4)ccc1O (stereo not given),nt,3%,nt,nt,7.8%,
Cc1c(OCC(=O)C(C)(C)C)ccc2c3c(c(=O)oc12)CCCC3,-30%,-5%,0%,5%,5.4%,
Cc1cccc(N(CC(=O)N2CCN(C)CC2)S(=O)(=O)c2ccccc2)c1,64%,1%,5%,2%,0.3%,

# Filtered by structure, the entries above containing a thiophene ring, fused or not (two)
SMILES,M. tuberculosis,influenza NS1A,Salmonella PhoP GFP,M. tuberculosis HTS,VEEV TC-83 Vero,others
CCn1c(SCC(=O)NC2CCCc3ccccc32)nnc1-c1cccs1 (stereo not given),31%,-18%,-8%,0%,0.6%,
O=C(COC(=O)c1nc(Cl)ccc1Cl)NNC(=O)c1cccs1,-5%,-18%,-3%,-2%,2.3%,

# Later entries.
SMILES,M. tuberculosis,influenza NS1A,Salmonella PhoP GFP,M. tuberculosis HTS,VEEV TC-83 Vero,others
Cc1ccccc1NC1=C(Cl)C(=O)OC1NC(=O)c1ccccc1 (stereo not given),6%,-2%,4%,-1%,0.4%,
O=C1NC(=O)N(c2ccc(F)cc2)C(=O)/C1=C/c1ccc(N2CCOCC2)cc1,5%,6%,-15%,-5%,0.8%,
CCCCC(O)(c1ccccc1)C(CN1CCOCC1)c1ccccc1 (stereo not given),-4%,-3%,1%,4%,0.1%,
O=C(O)/C=C/C(=O)NC1CCS(=O)(=O)C1 (stereo not given),-8%,-9%,-7%,-5%,0.2%,
COC(=O)c1cn(NC(=O)c2cccc(F)c2)c(=O)c2ccccc12,0%,-4%,-1%,-10%,8.8%,
CCC(C)NC(=S)N1CCN(C)CC1 (stereo not given),-5%,nt,4%,-10%,nt,
CCN1CCN(c2ccc(S(=O)(=O)N3CCOCC3)cc2NC(=O)/C=C/c2ccc(OC)c(OC)c2)CC1,6%,-1%,-1%,-1%,2.2%,
CC(C)[C@H](NC(=O)c1ccccc1)C(=O)OCC(=O)N1CCCCCC1,-7%,5%,9%,1%,4.2%,
Cc1[nH]c(=O)c(C#N)c(C)c1CSc1ncccn1,-15%,-1%,7%,-2%,0.7%,
COc1ccc(Br)cc1C(=O)Nc1ccc(NC(=O)c2ccco2)cc1,-10%,-20%,7%,3%,0.8%,
CCCCOc1ccc(Cc2cnc(N)nc2N)cc1,57%,0%,-18%,2%,0.7%,
Cc1ccc(-n2nc(C(=O)O)cc2-c2ccc(Cl)cc2)cc1,40%,-4%,4%,1%,2.4%,VEEV TC-83 Vero 10K pilot screen=0.2
O=C(/C=C/c1ccc(Cl)cc1)N1CCN(CCN2C(=O)c3cccc4cccc(c34)C2=O)CC1,nt,-1%,nt,nt,i,
COc1ccc(CCNC(=O)CCNS(=O)(=O)c2cccc3nsnc23)cc1OC,9%,0%,-15%,6%,2.2%,VEEV TC-83 Vero 10K pilot screen=1.7
Cc1cc(OCCCCCn2ccnc2)cc(C)c1Cl,?,-1%,21%,?,0.8%,
COCCn1c(=O)c2c(nc3n2CC(C)CN3CCc2ccccc2)n(C)c1=O (stereo not given),nt,0%,-11%,5%,3.4%,
COc1cccc2cc(-c3n[nH]c(=S)n3C)oc12,-11%,-6%,5%,1%,1.2%,
COc1ccc(C2CC(=O)C=C(NCCC(C)C)C2)cc1 (stereo not given),27%,23%,10%,-9%,1.8%,
CCOC(=O)/C(=N\Nc1cc(C(F)(F)F)ccc1Cl)N(CC)CC,3%,-1%,4%,-3%,1.8%,
CCOCCCNc1nc(C(F)(F)F)nc2c1nnn2Cc1ccccc1Cl,14%,18%,3%,15%,2.2%,

# Quoted from the entries so far for reference:
SMILES,M. tuberculosis,influenza NS1A,Salmonella PhoP GFP,M. tuberculosis HTS,VEEV TC-83 Vero,others
Cc1cccc(N(CC(=O)N2CCN(C)CC2)S(=O)(=O)c2ccccc2)c1,64%,1%,5%,2%,0.3%,
Cc1ccccc1NC1=C(Cl)C(=O)OC1NC(=O)c1ccccc1 (stereo not given),6%,-2%,4%,-1%,0.4%,
O=C1NC(=O)N(c2ccc(F)cc2)C(=O)/C1=C/c1ccc(N2CCOCC2)cc1,5%,6%,-15%,-5%,0.8%,
CCCCC(O)(c1ccccc1)C(CN1CCOCC1)c1ccccc1 (stereo not given),-4%,-3%,1%,4%,0.1%,
O=C(O)/C=C/C(=O)NC1CCS(=O)(=O)C1 (stereo not given),-8%,-9%,-7%,-5%,0.2%,
COC(=O)c1cn(NC(=O)c2cccc(F)c2)c(=O)c2ccccc12,0%,-4%,-1%,-10%,8.8%,
CCC(C)NC(=S)N1CCN(C)CC1 (stereo not given),-5%,nt,4%,-10%,nt,
CCN1CCN(c2ccc(S(=O)(=O)N3CCOCC3)cc2NC(=O)/C=C/c2ccc(OC)c(OC)c2)CC1,6%,-1%,-1%,-1%,2.2%,
CC(C)[C@H](NC(=O)c1ccccc1)C(=O)OCC(=O)N1CCCCCC1,-7%,5%,9%,1%,4.2%,
Cc1[nH]c(=O)c(C#N)c(C)c1CSc1ncccn1,-15%,-1%,7%,-2%,0.7%,
COc1ccc(Br)cc1C(=O)Nc1ccc(NC(=O)c2ccco2)cc1,-10%,-20%,7%,3%,0.8%,
CCCCOc1ccc(Cc2cnc(N)nc2N)cc1,57%,0%,-18%,2%,0.7%,
Cc1ccc(-n2nc(C(=O)O)cc2-c2ccc(Cl)cc2)cc1,40%,-4%,4%,1%,2.4%,VEEV TC-83 Vero 10K pilot screen=0.2
O=C(/C=C/c1ccc(Cl)cc1)N1CCN(CCN2C(=O)c3cccc4cccc(c34)C2=O)CC1,nt,-1%,nt,nt,i,
COc1ccc(CCNC(=O)CCNS(=O)(=O)c2cccc3nsnc23)cc1OC,9%,0%,-15%,6%,2.2%,VEEV TC-83 Vero 10K pilot screen=1.7
Cc1cc(OCCCCCn2ccnc2)cc(C)c1Cl,?,-1%,21%,?,0.8%,
COCCn1c(=O)c2c(nc3n2CC(C)CN3CCc2ccccc2)n(C)c1=O (stereo not given),nt,0%,-11%,5%,3.4%,
COc1cccc2cc(-c3n[nH]c(=S)n3C)oc12,-11%,-6%,5%,1%,1.2%,

# The listing continues:
SMILES,M. tuberculosis,influenza NS1A,Salmonella PhoP GFP,M. tuberculosis HTS,VEEV TC-83 Vero,others
COc1cc(S(=O)(=O)N(Cc2cccs2)C2CC2)ccc1-n1cnnn1,23%,24%,10%,9%,i,
O=C(NCc1ccco1)Nc1cccc([N+](=O)[O-])c1,nt,4%,nt,nt,0.2%,
Cc1ccc(C)c(N2CCN(C(=O)CCc3nc(-c4ccccc4)no3)CC2)c1,nt,-14%,nt,nt,i,
COc1ccc(OC)c(CNC(=O)C2CCN(S(=O)(=O)N3CCCCC3)CC2)c1,26%,3%,-5%,4%,1.5%,
CC[C@]12c3[nH]c4cc(-c5ccco5)ccc4c3CCN1C(=O)[C@@H](CC(=O)NCCc1ccccn1)C[C@@H]2C(=O)N1CCN(C(=O)C2CC2)CC1,nt,-7%,nt,nt,0.4%,
CCOC(=O)C/C(C)=N/NC(=O)C1CC1(c1ccccc1)c1ccccc1 (stereo not given),7%,3%,-1%,6%,4.9%,

# Assay outcomes deposited in PubChem BioAssay by Southern Research Specialized Biocontainment Screening Center.

# An unsorted share of the library; 1.4% or so of the library scored in one or more.
